PRC2 inh: inhibitors of human EZH2/PRC2 methyltransferase; Q15910; PRC2 H3K27 methylation, DELFIA TRF, 1 h; inhibition, % at 12.5 µM; hit rate 0.35% among 57,000;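 active = mean inhibition of replicates at least 50% and every single replicate also reaching 50%; inconclusive = mean inhibition at least 50% but some replicate falls below 50%; inactive = mean inhibition under 50%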;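 also: dimethyl H3K27 on biotinylated H3 21-44 peptide detected by antibody; plate controls were median neutral control wells for no effect and median positive control wells for full effect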
IDH1 mut inh: blocks human IDH1 R132H reductase activity. O75874. diaphorase/resazurin fluorescence, 60 min. inhibition, % at 10 µM. hit rate 0.18% among 70,000; in the data active = inhibition above about 34%; inconclusive = no clear call, values can overlap the other calls; inactive = below about 11%;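 also: 0% = DMSO and 100% = no enzyme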
Target sequence (O75874 whole entry R132H): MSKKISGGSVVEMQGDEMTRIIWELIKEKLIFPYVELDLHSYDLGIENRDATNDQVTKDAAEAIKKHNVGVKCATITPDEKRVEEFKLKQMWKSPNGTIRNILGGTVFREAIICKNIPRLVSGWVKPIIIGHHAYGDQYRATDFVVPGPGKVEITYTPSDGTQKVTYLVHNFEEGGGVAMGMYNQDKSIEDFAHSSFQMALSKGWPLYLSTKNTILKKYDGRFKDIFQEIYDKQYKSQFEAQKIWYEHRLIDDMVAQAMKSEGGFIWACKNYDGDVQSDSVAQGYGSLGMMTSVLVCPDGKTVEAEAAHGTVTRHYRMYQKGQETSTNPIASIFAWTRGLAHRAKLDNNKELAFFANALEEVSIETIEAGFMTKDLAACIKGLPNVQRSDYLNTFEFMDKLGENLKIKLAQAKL
The depositor's hits bear a star; ? = inconclusive; . = not tested or not shown.

SMILES	PRC2 inh	IDH1 mut inh
O=C(C[C@H]1C[C@@H]2c3cc(NS(=O)(=O)c4ccc(F)cc4)ccc3O[C@@H]2[C@H](CO)O1)N1CCOCC1	11	0.3
CN(C)CCCNC(=O)C[C@H]1CC[C@@H](NS(=O)(=O)c2ccc(F)cc2)[C@H](CO)O1	-8	0.3
C[C@@H]1CN([C@@H](C)CO)C(=O)c2cc(/C=C/c3ccccc3)cnc2O[C@@H]1CN(C)C(=O)C1CCOCC1	-8	-2.3
COc1ccc(NC(=O)Nc2ccc3c(c2)[C@H]2C[C@@H](CC(=O)NCC4CC4)O[C@@H](CO)[C@H]2O3)cc1	6	-0.1
CC(C)NC(=O)N(C)C[C@H]1OCCCC[C@@H](C)Oc2ccc(NS(=O)(=O)c3cccs3)cc2C(=O)N([C@@H](C)CO)C[C@H]1C	.	3.8
C/C=C/c1ccc([C@H]2[C@@H](CO)N(C(=O)NC3CCCCC3)[C@H]2C#N)cc1	.	0.4
COCC(=O)N(C)C[C@H]1Oc2cc(-c3cncnc3)ccc2S(=O)(=O)N([C@@H](C)CO)C[C@H]1C	4	-1.1
C[C@@H]1CN([C@H](C)CO)C(=O)c2cc(NC(=O)c3ccncc3)ccc2O[C@@H]1CN(C)Cc1ccc(-c2ccccc2)cc1	.	-1.0
CN(C)C(=O)C[C@H]1C=C[C@@H](NC(=O)NC2CCCC2)[C@@H](CO)O1	10	0.0
C[C@@H]1CCCCO[C@H](CN(C)S(=O)(=O)c2ccc(F)cc2)[C@@H](C)CN([C@@H](C)CO)C(=O)c2cc(NC(=O)c3ccccc3)ccc2O1	.	0.0
O=C(NCC[C@H]1CC[C@H](NS(=O)(=O)c2ccc(Oc3ccccc3)cc2)[C@H](CO)O1)C1CC1	8	0.0
Cc1noc(C)c1S(=O)(=O)N(C)C[C@H]1OCCCC[C@H](C)Oc2ccc(NS(C)(=O)=O)cc2C(=O)N([C@H](C)CO)C[C@H]1C	.	1.4
CCCn1c2ccccc2c2nnc(SCC(N)=O)nc21	19	-0.1
Cc1ccc(C)c(NC(=O)CSc2cc(C)c3ccccc3n2)c1	21	1.4
O=C(C[C@@H]1C=C[C@@H](NC(=O)c2ccncc2)[C@H](CO)O1)Nc1ccc(-c2ccccc2)cc1	-6	0.2
C[C@@H]1CN([C@H](C)CO)C(=O)c2cc(NC(=O)c3ccncc3)ccc2O[C@@H](C)CCCCO[C@@H]1CN(C)C(=O)C1CCCCC1	-6	3.8
Cc1noc(C)c1NC(=O)Nc1cccc2c1O[C@@H](CN(C)Cc1ccc(Cl)c(Cl)c1)[C@@H](C)CN([C@@H](C)CO)C2=O	-12	3.7
Cc1noc(C)c1NC(=O)Nc1cccc2c1O[C@H](CN(C)S(=O)(=O)c1cccs1)[C@@H](C)CN([C@@H](C)CO)C2=O	.	1.7
Cc1noc(C)c1S(=O)(=O)Nc1ccc2c(c1)C(=O)N([C@@H](C)CO)C[C@@H](C)[C@H](CN(C)Cc1ccc(C(=O)O)cc1)OCCCC[C@@H](C)O2	.	1.4
CCNC(=O)c1cc2c(c(-c3cccc(-c4cccc(C(=O)N(C)C)c4)c3)n1)[C@@H](CCO)N([S@](=O)C(C)(C)C)C2	-8	-0.1
COc1ccccc1S(=O)(=O)N[C@@H]1CC[C@H](CCNC(=O)C2CC2)O[C@H]1CO	0	0.4
C[C@H]1CCCCO[C@H](CN(C)S(=O)(=O)c2ccc(Cl)cc2)[C@@H](C)CN([C@@H](C)CO)C(=O)c2cc(NS(C)(=O)=O)ccc2O1	.	0.9
C[C@@H]1CN([C@H](C)CO)S(=O)(=O)c2ccc(C#Cc3ccccc3F)cc2O[C@@H]1CN(C)C	-7	-1.2
CN(C)C(=O)C[C@@H]1C[C@H]2c3cc(NC(=O)Nc4ccccc4)ccc3O[C@H]2[C@H](CO)O1	10	-2.3
CCCNC(=O)N[C@@H]1C=C[C@H](CC(=O)NC2CCCCC2)O[C@@H]1CO	4	0.3

The closing 4 compounds of the section before lead into the next.
SMILES	PRC2 inh	IDH1 mut inh
C[C@H]1CCCCO[C@H](CN(C)S(=O)(=O)c2ccc(Cl)cc2)[C@@H](C)CN([C@@H](C)CO)C(=O)c2cc(NS(C)(=O)=O)ccc2O1	.	0.9
C[C@@H]1CN([C@H](C)CO)S(=O)(=O)c2ccc(C#Cc3ccccc3F)cc2O[C@@H]1CN(C)C	-7	-1.2
CN(C)C(=O)C[C@@H]1C[C@H]2c3cc(NC(=O)Nc4ccccc4)ccc3O[C@H]2[C@H](CO)O1	10	-2.3
CCCNC(=O)N[C@@H]1C=C[C@H](CC(=O)NC2CCCCC2)O[C@@H]1CO	4	0.3
C[C@@H]1CN([C@H](C)CO)C(=O)c2cccc(NC(=O)c3ccc(-c4nccs4)cc3)c2O[C@H]1CN(C)Cc1ccc(Oc2ccccc2)cc1	.	1.6
O=C(C[C@H]1C[C@@H]2c3cc(NC(=O)Cc4ccncc4)ccc3O[C@@H]2[C@H](CO)O1)NCC1CC1	1	-0.1
C[C@@H]1CCCCO[C@H](CN(C)CC2CC2)[C@H](C)CN([C@@H](C)CO)C(=O)c2cc(NS(=O)(=O)c3cccs3)ccc2O1	.	-9.2
CCCc1cn(CC[C@@H]2CC[C@H](NC(=O)C3CCCC3)[C@@H](CO)O2)nn1	-4	-0.4
O=C(NCC[C@H]1CC[C@H](NC(=O)c2ccc3c(c2)OCO3)[C@H](CO)O1)Nc1cc(F)ccc1F	-8	0.3
CCCC#Cc1ccc2c(c1)O[C@H](CN(C)CCC)[C@@H](C)CN([C@H](C)CO)S2(=O)=O	6	-2.0
O=C(C[C@H]1C[C@H]2c3cc(NC(=O)NC4CCCC4)ccc3O[C@H]2[C@@H](CO)O1)NCc1ccc(Cl)cc1	5	0.8
C[C@@H]1CN([C@@H](C)CO)C(=O)CCCn2nncc2CO[C@@H]1CN(C)C(=O)Nc1cccc(Oc2ccccn2)c1	0	.
C[C@@H]1CCCCO[C@@H](CN(C)S(=O)(=O)c2cn(C)cn2)[C@H](C)CN([C@@H](C)CO)C(=O)c2cc(NC(=O)NC3CCCCC3)ccc2O1	.	-7.8
CC(C)C#Cc1cnc2c(c1)C(=O)N([C@@H](C)CO)C[C@H](C)[C@@H](CN(C)C(=O)c1ccccc1)O2	.	0.1
CCCC(=O)Nc1ccc2c(c1)C(=O)N(C)C[C@H](OC)[C@@H](C)CN(S(=O)(=O)c1cn(C)cn1)[C@@H](C)CO2	-7	-0.1
C[C@@H]1CN([C@H](C)CO)C(=O)Cc2cc(NC(=O)CCC(F)(F)F)ccc2O[C@@H]1CN(C)S(=O)(=O)c1ccc(F)cc1	-3	-2.8
C[C@@H]1CN([C@@H](C)CO)C(=O)c2cc(NS(=O)(=O)c3ccc(F)cc3)ccc2O[C@@H]1CN(C)C(=O)Nc1ccc(C(F)(F)F)cc1	.	2.7
O=C(COc1ccc(Cl)cc1Br)Nc1cccnc1	-8	0.0
CCN(CC)C(=O)c1sc(NC(=S)Nc2ccc(Br)cn2)c(C(=O)OC)c1C	-8	-0.2
CCCC(O)C#Cc1cnc2c(c1)C(=O)N([C@H](C)CO)C[C@H](C)[C@H](CN(C)C(=O)Nc1ccc(OC)cc1)O2 (stereo partly specified)	-5	-0.2
COC(=O)c1ccc(NC(=O)C2Cc3ccccc3CN2S(=O)(=O)c2ccc(F)cc2)cc1 (stereo unspecified)	16	0.5
CCc1cc(C(=O)OC)c(NC(=S)Nc2ccc(OC)cc2[N+](=O)[O-])s1	13	0.4
COC(=O)c1ccccc1NC(=O)CN(c1ccc(F)c(Cl)c1)S(C)(=O)=O	-10	0.0
C[C@@H]1CN([C@H](C)CO)C(=O)CCCn2nncc2CO[C@H]1CN(C)S(=O)(=O)c1cn(C)cn1	.	-0.1
C[C@@H](NC(=O)C[C@H]1C=C[C@H](NS(=O)(=O)c2cccc(F)c2)[C@H](CO)O1)c1ccccc1	-5	-0.3
COc1ccc(S(=O)(=O)Nc2ccc3c(c2)C(=O)N([C@@H](C)CO)C[C@@H](C)[C@@H](CN(C)C(=O)Nc2ccc(F)cc2)OCCCC[C@@H](C)O3)cc1	.	0.1
CC(C)NC(=O)N(C)C[C@@H]1Oc2ncc(C#CCC3CCCC3)cc2C(=O)N([C@H](C)CO)C[C@H]1C	-8	-4.6
CO[C@@H]1CN(C)C(=O)c2cc(NC(=O)c3cccc(F)c3)ccc2OC[C@@H](C)N(C(C)=O)C[C@H]1C	13	0.1
C[C@@H]1CN([C@H](C)CO)C(=O)c2cc(NC(=O)CCCN(C)C)ccc2O[C@H]1CN(C)C(=O)Nc1ccccc1	-7	0.7

3 entries from above, ordered by number of heavy atoms, rising.
SMILES	PRC2 inh	IDH1 mut inh
C/C=C/c1ccc([C@H]2[C@@H](CO)N(C(=O)NC3CCCCC3)[C@H]2C#N)cc1	.	0.4
CCCC(O)C#Cc1cnc2c(c1)C(=O)N([C@H](C)CO)C[C@H](C)[C@H](CN(C)C(=O)Nc1ccc(OC)cc1)O2 (stereo partly specified)	-5	-0.2
Cc1noc(C)c1S(=O)(=O)N(C)C[C@H]1OCCCC[C@H](C)Oc2ccc(NS(C)(=O)=O)cc2C(=O)N([C@H](C)CO)C[C@H]1C	.	1.4

Continued.
SMILES	PRC2 inh	IDH1 mut inh
COc1ccc(NC(=O)N(C)C[C@@H]2Oc3ncc(C#C[C@@H](C)O)cc3C(=O)N([C@@H](C)CO)C[C@@H]2C)cc1	4	-1.2
C[C@@H]1CCCCO[C@@H](CN(C)C(=O)CCCN(C)C)[C@H](C)CN([C@H](C)CO)C(=O)c2cc(NC(=O)Nc3ccc(F)cc3)ccc2O1	.	3.8
COc1ccc(NC(=O)N[C@H]2C=C[C@H](CC(=O)NCc3ccccn3)O[C@@H]2CO)cc1	-2	0.3
Cc1noc(C)c1NC(=O)N[C@H]1CC[C@@H](CCNC(=O)C2CCCCC2)O[C@H]1CO	-3	-0.1
C[C@H](O)C#Cc1ccc2c(c1)O[C@@H](CN(C)C(=O)C1CC1)[C@@H](C)CN([C@H](C)CO)S2(=O)=O	-19	-0.4
CCOC(=O)c1c(NC(=O)c2ccc(C)c(S(=O)(=O)N3CCOCC3)c2)sc(C)c1C	0	0.2
Cc1ccc(S(=O)(=O)Nc2ccc3c(c2)C(=O)N([C@H](C)CO)C[C@H](C)[C@H](CN(C)Cc2ccc(C(=O)O)cc2)OCCCC[C@@H](C)O3)cc1	.	2.1
COc1cc(S(=O)(=O)NCCc2ccccc2)c(OC)cc1Br	-11	0.6
COC(=O)C1=CO[C@@H](O[C@@H]2O[C@H](CO)[C@@H](O)[C@H](O)[C@H]2O)[C@@H]2[C@@H](C)[C@@H](OC(=O)C3=CO[C@@H](O[C@@H]4O[C@H](CO)[C@@H](O)[C@H](O)[C@H]4O)[C@@H]4[C@@H](C)[C@@H](OC(C)=O)C[C@H]34)C[C@H]12	-4	-0.5
CO[C@@H](CN(C)C(=O)c1cnccn1)[C@@H](C)CN([C@H](C)CO)S(=O)(=O)c1ccc(C)cc1	9	0.1
COc1ccc(NC(=O)Nc2ccc3c(c2)CC(=O)N([C@@H](C)CO)C[C@@H](C)[C@H](CN(C)S(=O)(=O)c2ccc(OC)cc2)O3)cc1	.	-0.6
CO[C@H]1CN(C)C(=O)c2cc(NS(=O)(=O)CC(F)(F)F)ccc2OC[C@@H](C)N(C(=O)c2ccc3c(c2)OCO3)C[C@H]1C	9	-0.4
COc1cc(Cl)c(C)cc1NC(=O)CSc1nc2ccccc2s1	14	-0.3
C[C@@H]1CN([C@H](C)CO)C(=O)c2cccc(NC(=O)C3CCOCC3)c2O[C@@H]1CN(C)Cc1ccc2c(c1)OCO2	-4	4.1
COc1cc2c(cc1NC(=O)C(C)Oc1ccc(Br)cc1)oc1ccccc12 (stereo unspecified)	7	-0.4
O=C(O)CCC/C=C/CC1COC(C(F)(F)F)OC1c1ccccc1O (stereo unspecified)	.	0.5
O=C(NCc1nc2ccccc2n1Cc1ccccc1)c1ccccc1	-5	0.0
Cc1ccc(-c2cnc3c(c2)C(=O)N([C@@H](C)CO)C[C@@H](C)[C@H](CN(C)C(=O)CN(C)C)O3)cc1	-9	2.4
CCO[C@@H]1OC(C(=O)N2CCN(C)CC2)=C[C@H](c2ccccc2)[C@H]1CCCO	4	.
CC(C)NC(=O)Nc1cccc2c1O[C@H](CN(C)S(=O)(=O)c1ccc(F)cc1)[C@H](C)CN([C@H](C)CO)C2=O	1	.
C[C@H](CO)N1C[C@H](C)[C@H](CN(C)S(=O)(=O)c2cn(C)cn2)Oc2ncc(Br)cc2C1=O	-9	?
COc1ccc(S(=O)(=O)N(C)C[C@@H]2Oc3ncc(C#Cc4ccc(C(F)(F)F)cc4)cc3C(=O)N([C@H](C)CO)C[C@@H]2C)cc1	.	-0.2
CNC[C@@H]1OCCCC[C@@H](C)Oc2ccc(NS(C)(=O)=O)cc2C(=O)N([C@H](C)CO)C[C@H]1C	-2	.
COCC(=O)Nc1ccc2c(c1)C(=O)N(C)C[C@@H](OC)[C@@H](C)CN(C)[C@H](C)CO2	5	-0.2
C[C@@H]1CN([C@@H](C)CO)C(=O)Cc2cc(NC(=O)Nc3cccc4ccccc34)ccc2O[C@H]1CN(C)Cc1ccc(-c2ccccc2)cc1	.	-0.2
CC(C)NC(=O)N(C)C[C@H]1OCCCC[C@@H](C)Oc2ccc(NC(=O)c3ccncc3)cc2C(=O)N([C@H](C)CO)C[C@@H]1C	2	-0.9
C[C@H]1CN([C@@H](C)CO)C(=O)c2cc(NC(=O)Nc3ccc4c(c3)OCO4)ccc2O[C@H]1CN(C)C(=O)NC1CCCCC1	.	-0.3
C[C@@H]1CN([C@H](C)CO)C(=O)c2cc(C#CC3(O)CCCC3)cnc2O[C@H]1CN(C)Cc1ccncc1	.	0.1

Assay outcomes as filed in PubChem BioAssay.

Only part of the results is shown; count on the stated rates, not on these rows.
